# Screening data from PubChem.
# human PMI inhibitors: MPI inhibition at elevated mannose 6-phosphate – biochemical, fluorescence intensity, high mannose 6-phosphate, primary screen (AID 1220). inhibition, % at 20 µM, or IC50 in µM where a hit was titrated. recombinant PMI enzyme, coupled fluorescence intensity; higher % means a stronger effect. actives 0.66% (n = 190,000)
# West Nile virus CPE: West Nile virus antiviral activity, cell-based, CPE readout (AID 1621). actives 0.02% (n = 290,000). CPE inhibition, % at 10 µM, or IC50 in µM where a hit was titrated. West Nile virus-infected cells, CPE inhibition; higher % means a stronger effect; in the data active = a potency from the dose series; inconclusive = CPE inhibition mostly from about 3.7% at the one dose, without a potency; inactive = the rest, 99 in 100 with CPE inhibition below about 2.2%; note: strong numbers were not always called active
# TNAP activators: stimulation of alkaline phosphatase TNAP activity – biochemical, luminescent, no phosphate acceptor, uHTS, primary screen (AID 1001); purified TNAP, luminescent activation assay, no phosphate acceptor; higher activation fold means a stronger effect; one-dose activation fold at 20 µM; EC50 in µM for titrated hits; actives 0.03% (n = 200,000); in the data active = activation fold from about 3, or a potency from the dose series; inactive = the rest, 99 in 100 with activation fold below about 1.6; note: many of its hits are not listed in these tables
# SV40 large T antigen: TAg ATPase/helicase activity blockers – biochemical (AID 1903) | SV40 large T antigen ATPase/helicase inhibition assay; higher % means a stronger effect | inhibition, % at 20 µM; hits with a dose series show IC50 in µM | actives 0.39% (n = 310,000); in the data active = a potency from the dose series; inconclusive = inhibition mostly from about 32% at the one dose, without a potency; inactive = the rest, 99 in 100 with inhibition below about 32%; note: strong numbers were not always called active
# human PMI inhibition: inhibitors of human PMI, primary screen, biochemical, fluorescence intensity, coupled assay (AID 1209); purified PMI enzyme, coupled fluorescence intensity; higher % means a stronger effect; inhibition, % at 20 µM, or IC50 in µM where a hit was titrated; actives 0.42% (n = 190,000);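 note: plate controls were DMSO vehicle for no effect and wells lacking substrate for full effect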
# Salmonella PhoP GFP: inhibitors of PhoP regulon expression, primary screen, Salmonella Typhimurium, GFP reporter (AID 1863). one-dose inhibition, % at 50 µM; IC50 in µM for titrated hits. actives 0.16% (n = 300,000). S. Typhimurium PhoP-regulated promoter GFP reporter, 4 h; higher % means a stronger effect;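 active = inhibition over 29.93%, a cutoff 3 SD above the screen mean, later confirmed by dose response; inconclusive = inhibition over 29.93% but no dose response follow-up; inactive = inhibition at most 29.93% or unconfirmed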;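 note: 0% = low Mg2+ inducing control and 100% = high Mg2+ repressing control; strong numbers were not always called active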
# RSV antiviral HEp-2: RSV antiviral activity via CPE protection, HEp-2 cells, primary 10 µM value included (AID 2391); one-dose CPE inhibition, % at 10 µM; IC50 in µM for titrated hits; actives 0.13% (n = 310,000); HEp-2 cells, RSV-induced CPE inhibition; higher % means a stronger effect; in the data active = a potency from the dose series; inconclusive = CPE inhibition mostly from about 23% at the one dose, without a potency; inactive = the rest, 99 in 100 with CPE inhibition below about 21%; note: strong numbers were not always called active
# CSM14.1 death rescue: protection against thapsigargin-triggered cell killing – 384-well, CSM14.1, ATP luminescence, primary screen (AID 1222). CSM14.1 thapsigargin-induced death rescue, ATP luminescence; higher % means a stronger effect. cellular ATP content (survival), % at 20 µM; hits with a dose series show EC50 in µM. 190,000 tested, under 10 active;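 active = EC50 below 50 µM in the dose-response confirmation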;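 note: death triggered by thapsigargin at about 15 µM added after 2 h compound pretreatment; cell ATP read after overnight thapsigargin exposure of roughly 18 to 22 hours; normalized against plate controls of thapsigargin alone and 5% DMSO vehicle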
# Ins promoter up: MIN6 insulin promoter up-regulation | MIN6 insulin promoter-GFP reporter, high-content imaging; stronger effect = higher value | z-score at 5 µM | actives 0.3% (n = 190,000);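 active = z-score above 3 at 5 µM with at least 500 cells counted in the well; inconclusive = wells under 500 cells, flagged as cytotoxic or low count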
# Ins promoter up cell count: second read-out of Ins promoter up, no call of its own (marks repeat the call); cell count; measured here: cytotoxicity, nuclei count;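 total cells summed across four imaged fields per well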
# * = called active by the depositor; ? = inconclusive; . = no result given. Cut-off read from the data, not from the text of the source, unless noted: active = inhibition above about 50%; inactive = the rest.
Structure	Salmonella PhoP GFP	RSV antiviral HEp-2	human PMI inhibitors	Ins promoter up cell count	TNAP activators	CSM14.1 death rescue	SV40 large T antigen	West Nile virus CPE	Ins promoter up	human PMI inhibition
CCc1ccc(-c2nc(CN3CCC(C(=O)NCc4ccc(F)cc4)CC3)c(C)o2)cc1	-2%	21%	0%	633	1.2	-0.3%	12%	-1.2%	-0.42	-2%
C=CCn1c(SCC(=O)Nc2c(C)n(C)n(-c3ccccc3)c2=O)nc2scc(-c3ccccc3)c2c1=O	-7%	0.1%	-5%	.	1.1	1.3%	13%	1.5%	.	-4%
O=C1C[C@H]2[C@H](CO)[C@@H](OC(=O)c3ccc(-c4ccccc4)cc3)C[C@H]2O1	0%	14%	.	.	.	.	4%	-0.7%	.	.
COc1ccccc1CNC(=O)C(C)Sc1ccsc1[N+](=O)[O-] (stereo not given)	5%	0.4%	9%	1668	1.1	0.2%	-1%	-0.3%	-0.01	3%
O=C1SC(Cc2ccccc2)C(=O)N1c1ccccc1 (stereo not given)	-10%	-0.3%	.	1185	.	.	16%	-0.1%	0.6	.
O=C1CN(C(=O)COC(=O)CNC(=O)c2ccc(Br)o2)c2ccccc2N1	-3%	0.4%	-9%	1388	1	-2.1%	-4%	1.2%	-0.47	-8%
CCN(C(=O)CSc1nnnn1-c1ccccc1)c1c(N)n(Cc2ccccc2)c(=O)[nH]c1=O	9%	1.1%	-3%	1578	1	2.6%	9%	0.5%	-0.09	7%
COC(/C=C/Nc1ccc(C)cc1)=C(C#N)C#N	0%	-0.4%	13%	1839	1	-0.2%	6%	-0.2%	0.53	11%
CCn1ncc(CN2CCCC(C(=O)Nc3cccc(-c4cc5ccccc5[nH]4)c3)C2)c1C (stereo not given)	-2%	38%	.	.	.	.	2%	-0.8%	.	.
COc1ccc(CCc2cc(OC)cc(=O)o2)cc1	3%	1.1%	.	593	.	.	2%	-0.4%	0.29	.
CN(C)c1nc(NC(C)(C)C)nc(NC(C)(C)C)n1	-9%	-0.9%	-15%	1033	1.1	.	2%	-1.2%	-1	-11%
CCOC1=NN(c2ccc(Cl)cc2)C(=O)/C1=C\N(C)C	-4%	0.3%	-6%	1145	1	-0.9%	9%	-0.2%	-0.25	-4%

# (next part)
Structure	Salmonella PhoP GFP	RSV antiviral HEp-2	human PMI inhibitors	Ins promoter up cell count	TNAP activators	CSM14.1 death rescue	SV40 large T antigen	West Nile virus CPE	Ins promoter up	human PMI inhibition
CCOP(=O)(OCC)C(NC(=O)C(F)(F)F)c1ccccc1 (stereo not given)	-6%	0.8%	-9%	1515	1.3	-3.5%	14%	0.5%	0.23	3%
COc1cc(/C=C2\CC/C(=C\c3cc(OC)c(O)c(OC)c3)C2=O)cc(OC)c1O	2%	-0.8%	25µM*	.	0.4	-0.9%	?	1.0%	?	59%*
O=C(O)c1cccc(Cn2c(Cl)c(/C=N/NC(=O)c3ccccc3O)sc2=O)c1	1%	2.4%	.	1438	.	.	16%	-0.2%	-0.5	.
Cn1cc([N+](=O)[O-])c(C(=O)Nc2cnn(Cc3ccc(F)cc3)c2)n1	8%	20%	7%	1115	1	2.2%	7%	?	-0.32	2%
CSc1ccccc1NC(=O)C1CCN(S(C)(=O)=O)CC1	1%	0.2%	.	.	.	.	2%	-0.1%	.	.
CCOc1cc(C(=O)N(C)c2ccccc2)cc(OCC)c1OCC	0%	2.0%	9%	1788	1	3.7%	-7%	-0.3%	0.44	10%
Cc1ccccc1NCC(=O)N/N=C/c1c(C)c(C(=O)c2ccc(Cl)cc2)n2ccccc12	-16%	5.4%	19%	.	0.9	-2.4%	6%	-0.5%	.	26%
Cc1ccccc1C1CCCN(Cc2nc(CC3CC3)no2)C1 (stereo not given)	0%	5.1%	-3%	1679	1	-1.0%	23%	-0.3%	-0.49	2%
O=S(=O)(c1ccccc1)N1CCN(CCc2ccccc2)CC1	2%	8.0%	.	.	.	.	-1%	-0.5%	.	.
CN1C2CCC1CC(NS(=O)(=O)c1cccc(C(F)(F)F)c1)C2 (stereo not given)	-6%	0.6%	.	.	.	.	22%	0.3%	.	.
CSCC(C)N1CCC(CCC(=O)NC2CC2)CC1 (stereo not given)	10%	1.1%	.	.	.	.	9%	-0.6%	.	.
Cc1ccc(NC(=O)C(=O)C2C(=O)Nc3ccccc32)cc1 (stereo not given)	-4%	2.2%	.	1443	.	.	6%	0.2%	-0.34	.

# Following part
Structure	Salmonella PhoP GFP	RSV antiviral HEp-2	human PMI inhibitors	Ins promoter up cell count	TNAP activators	CSM14.1 death rescue	SV40 large T antigen	West Nile virus CPE	Ins promoter up	human PMI inhibition
C=CCN1C(=O)/C(=C2/Sc3ccc(OC)cc3N2CC)SC1=S	-6%	1.4%	.	.	.	.	7%	-0.8%	.	.
Cc1c(N2C(=O)CS/C2=N\N=C\c2ccccc2O)c(=O)n(-c2ccccc2)n1C	-8%	0.7%	11%	1263	1.2	-1.3%	-1%	-0.6%	1.3	13%
NNC(=O)c1[nH]c2ccccc2c1-c1ccccc1	-4%	1.7%	.	.	.	.	4%	0.7%	.	.
CCN1CCCC1CNC(=O)c1cc2ccc(OC)cc2[nH]1 (stereo not given)	8%	0.2%	.	.	.	.	0%	-0.6%	.	.
CC(=O)Oc1ccccc1C1C[C@]2(C)CC(=O)NC2N1C(C)=O (stereo not given in full)	0%	2.5%	-2%	1390	1.1	1.3%	7%	-0.1%	0.23	2%
CC[n+]1ccccc1/C=C/c1ccc(N(C)C)cc1	-19%	.	1%	.	0.9	-0.1%	14%	-1.3%	?	26%
C/C(Cc1ccccc1)=N\NC(=O)CNC(=O)c1cccc(Br)c1	11%	-0.3%	2%	1375	1.1	-0.4%	-2%	1.9%	-0.81	-1%
COC(=O)/C=C/c1ccc(OC(=O)OC)c(OC(=O)OC)c1	-9%	2.8%	1%	.	1	-0.5%	12µM*	-0.8%	.	16%
O=C(Nc1ccc2c(c1)CCC2)C1CCN(c2ncccn2)CC1	-9%	1.6%	-3%	1073	1.1	-2.9%	2%	0.0%	0.8	0%
CCOC(=O)c1c(NC(=O)c2ccno2)c2cc([N+](=O)[O-])ccc2n1C	-1%	.	.	1408	.	.	7%	0.0%	-0.36	.
Cc1ccc(CNC(=O)Nc2cccc(C)c2)cc1	7%	2.0%	-2%	1460	1.3	0.2%	1%	0.2%	-1.1	2%
COc1ccc(NC(=O)CS(=O)(=O)Cc2nc(-c3ccc(C)cc3)oc2C)cc1	-5%	0.8%	.	.	.	.	5%	-0.1%	.	.

# New compounds follow.
Structure	Salmonella PhoP GFP	RSV antiviral HEp-2	human PMI inhibitors	Ins promoter up cell count	TNAP activators	CSM14.1 death rescue	SV40 large T antigen	West Nile virus CPE	Ins promoter up	human PMI inhibition
COC(=O)C1CCN(C(=O)COC(=O)COc2ccc(C#N)cc2)CC1	-4%	2.2%	-13%	1322	0.9	-1.4%	27%	0.2%	-0.3	-22%
Cc1ccc(/C=C/C2=NN(Cc3ccccc3Cl)C(=O)CC2)cc1	-2%	52%	19%	742	1	1.4%	7%	-0.5%	0.65	24%
CCOC(=O)C1CCCN(C(=O)c2ccco2)C1 (stereo not given)	-13%	1.5%	6%	.	1.1	2.7%	3%	-0.8%	.	6%
O=C(Nc1nnc(SCCC2OCCO2)s1)C1CC(=O)N(c2ccc(F)cc2)C1 (stereo not given)	-5%	1.8%	.	.	.	.	26%	-0.3%	.	.
N/C(=N\OC(=O)Cc1ccccc1)c1ccccc1Cl	-4%	0.6%	-2%	1654	1	0.1%	?	-0.3%	0.04	-3%
CCOc1ccc(C2NC(=O)C(C#N)=C(S)N2c2ccc(C)cc2)cc1OC (stereo not given)	-24%	6.7%	-8%	.	1	4.7%	26%	0.3%	.	-2%
Cc1ccccc1S(=O)(=O)Oc1ccc2ccc(O)cc2c1	4%	4.9%	.	.	.	.	7%	1.7%	.	.
COc1ccc(C(=O)CC(=O)C(=O)Nc2ccccc2Cl)cc1	8%	0.8%	.	.	.	.	6%	-0.2%	.	.
CCOC(=O)C1CCN(C(=O)Nc2ccc(C)c(Cl)c2)CC1	-10%	0.9%	.	1023	.	.	-2%	0.1%	-0.22	.
COC(=O)C1=C(C)NC(=O)/C1=C\c1cccs1	15%	1.3%	5%	873	1.1	2.0%	12%	0.6%	-0.17	5%
O=C/C(=C\Nc1ccc(Cl)cn1)c1nc2cc(Cl)ccc2o1	-5%	3.4%	-19%	1141	1.3	10%	6%	-0.2%	0.99	-2%
O=c1[nH]c(-c2ccc(Cl)cc2)nc2c1cnn2-c1ccccc1	5%	.	9%	1770	1.2	-2.2%	2%	0.3%	-0.45	6%

# Additional structures
Structure	Salmonella PhoP GFP	RSV antiviral HEp-2	human PMI inhibitors	Ins promoter up cell count	TNAP activators	CSM14.1 death rescue	SV40 large T antigen	West Nile virus CPE	Ins promoter up	human PMI inhibition
CC(=O)Nc1ccc(NC(=O)CSc2nnc(NC(=O)c3cccc(F)c3)s2)cc1	-5%	2.9%	.	.	.	.	7%	0.1%	.	.
Cc1ccc(CCN2CCN=C2N(C)C)cc1	-12%	0.5%	.	.	.	.	11%	-0.7%	.	.
CCOc1ccc(S(=O)(=O)Nc2cc(OC)ccc2OC)cc1	3%	2.3%	9%	725	1.1	-2.8%	3%	-0.8%	-2.6	14%
CCOC(=O)C1(Cc2cccc(OC)c2)CCN(Cc2ccon2)CC1	-9%	-1.0%	.	958	.	.	25%	-0.5%	0.32	.
COc1ccc(Cc2nnc(N/N=C/c3ccc(O)cc3O)[nH]c2=O)cc1OC	4%	8.2%	-19%	1150	1.7	-4.3%	?	0.0%	-0.34	29%
COc1cc(C(=O)Nc2ccc(S(=O)(=O)N3CCOCC3)cc2)c([N+](=O)[O-])cc1OC	6%	-0.8%	27%	1239	1	-1.6%	12%	0.0%	0.01	16%
c1ccc(-c2nnsc2Sc2ccccn2)cc1	5%	1.3%	2%	1292	1.2	1.6%	10%	-0.7%	-0.19	2%
CSc1ccc(S(=O)(=O)N2CCN(Cc3ccc4c(c3)OCO4)CC2)cc1	2%	0.6%	10%	.	1.2	.	3%	0.1%	.	20%
COc1ccc(N2CC(O)=C(c3nc(-c4ccc(Br)cc4)cs3)C2=N)cc1	3%	2.0%	10%	1229	1.1	0.6%	24%	-0.3%	-0.11	9%
COC(=O)c1sc2nc(-c3ccco3)ccc2c1N	-14%	3.2%	36%	997	1	-4.0%	57%	-0.7%	0.34	19%
O=C(Nc1ccc(Cl)cc1)C1C2CCC3C(CCC21)C3(Cl)Cl (stereo not given)	23%	.	3%	1591	1	-2.3%	8%	0.1%	-0.35	5%
c1ccc(-c2nnc(NC3=NCCC3)o2)cc1	2%	-0.6%	4%	1471	1	-0.7%	4%	0.5%	0.03	2%
Cc1cc(Cl)ccc1OC(C)C(=O)NCCCCc1ccccc1 (stereo not given)	-5%	0.1%	3%	894	1.1	5.6%	-7%	-0.3%	-0.72	9%
CS(=O)(=O)N1CCC(C(=O)NCc2ccc(F)cc2Cl)CC1	7%	0.6%	9%	1275	1.1	-1.8%	2%	0.0%	-0.42	8%
O=C(COc1cccc(Cl)c1)N/N=C\c1cc2ccccc2nc1Cl	-6%	0.6%	-3%	1388	1.1	-0.1%	0%	-0.7%	1.6	-7%
